TAAR1 agonist: human TAAR1 agonists, primary screen, Fluo-8 calcium fluorescence, CHO RD-HGA16 cells; Trace amine-associated receptor 1 (Homo sapiens), Q96RJ0; vehicle wells 0%, saturating PEA agonist 100%; activation, % at 3 µM; 360,000 compounds, 0.99% hits;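 active means activation above the mean activation of all test compounds in the run plus 3 SD, cut at about 38% in these data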
Target sequence (Q96RJ0 whole entry, looked up): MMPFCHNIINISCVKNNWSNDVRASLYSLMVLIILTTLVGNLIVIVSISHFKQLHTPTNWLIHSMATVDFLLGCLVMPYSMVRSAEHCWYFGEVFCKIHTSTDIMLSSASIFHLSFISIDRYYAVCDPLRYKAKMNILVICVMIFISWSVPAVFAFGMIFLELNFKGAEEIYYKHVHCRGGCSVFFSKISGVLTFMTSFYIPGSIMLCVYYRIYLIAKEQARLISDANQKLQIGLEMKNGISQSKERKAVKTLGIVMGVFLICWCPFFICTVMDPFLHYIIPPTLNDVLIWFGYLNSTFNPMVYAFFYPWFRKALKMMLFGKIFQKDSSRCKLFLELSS
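Repeats: no replicates (n 1) | Material: CHO-derived RD-HGA16 cells with stable Gα16 and human TAAR1 | Technique: Kinetic Fluo-8 calcium fluorescence | Schedule: 17-24 h seeding, 75 min 37 °C dye, 30 min RT | Evaluation: % activation from peak over basal fluorescence ratio, DMSO-to-PEA scaled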
V1R ag counter: agonists of human V1a receptor, primary screen, counter-screen for OXTR agonist project, fluorescence, CHO-V1R cells; Vasopressin V1a receptor (Homo sapiens), P37288; 320,000 compounds, 0.25% hits; activation, % at 3 µM; Fluo-8 calcium fluorescence, agonist mode; 0% DMSO, 100% 3 nM vasopressin;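 active means activation above the mean activation of all tested compounds plus 3 SD, per screening run, cut at about 20% in these data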;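 further: signal is peak over basal fluorescence ratio across a 100 second FLIPR read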
Target sequence (P37288 whole entry, looked up): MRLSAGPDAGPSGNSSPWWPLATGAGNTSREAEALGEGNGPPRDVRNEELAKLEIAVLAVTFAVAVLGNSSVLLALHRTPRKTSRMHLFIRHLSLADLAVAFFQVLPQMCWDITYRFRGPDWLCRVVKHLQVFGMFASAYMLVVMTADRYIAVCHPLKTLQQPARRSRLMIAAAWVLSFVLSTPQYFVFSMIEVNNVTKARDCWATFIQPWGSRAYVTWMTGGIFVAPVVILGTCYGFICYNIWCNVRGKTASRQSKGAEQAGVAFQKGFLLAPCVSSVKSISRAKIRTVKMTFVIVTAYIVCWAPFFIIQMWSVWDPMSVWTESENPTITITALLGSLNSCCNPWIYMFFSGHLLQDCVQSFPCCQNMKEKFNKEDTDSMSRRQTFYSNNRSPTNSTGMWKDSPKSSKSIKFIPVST
TAAR1 antagonist: human TAAR1 antagonists, primary screen, Fluo-8 calcium fluorescence, CHO RD-HGA16 cells | inhibition, % at 3 µM | antagonist | AID 624466, 2012 | 360,000 compounds, 1.5% hits | Trace amine-associated receptor 1 (Homo sapiens), Q96RJ0;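 active means inhibition above a per-plate cutoff, the mean inhibition of test compounds on that plate plus 3 SD, cut at about 49% in these data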;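 further: 0% = DMSO plus EC80 beta-PEA response and 100% = DMSO alone without agonist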
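test system = CHO RD-HGA16 cells bearing hTAAR1 | replication = singlicate | controls = DMSO-only wells and EC80 β-PEA-stimulated wells | reagent = EC80 β-phenethylamine stimulus | read-out basis = percent inhibition of PEA-evoked calcium signal, max/basal emission ratio | schedule = seeding 17-24 h prior, 75-min 37 °C, 30-min RT dye loading | signal = kinetic Fluo-8 calcium fluorescence measurement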
CHO parental Ca: ATP-evoked calcium signal inhibitors, parental CHO, primary screen, counter-screen for OX1R antagonist project, cell-based, fluorescence, Fluo-8 calcium dye | parental CHO-K1, ATP-induced calcium, Fluo-8 fluorescence | inhibition, % at 5.6 µM | 330,000 compounds, 0.63% hits | AID 463079, 2010;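 active means inhibition above that plate's mean sample inhibition plus 3 SD, cut at about 26% in these data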;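 further: 0% = ATP-challenged DMSO wells and 100% = DMSO wells without ATP; some compounds past the cut are filed as inactive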
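Test system: untransfected parental CHO cell line; also added: ATP stimulus; dosing: 5.6 µM, single dose; signal: calcium-sensitive Fluo-8 fluorescence; measure: percent inhibition of ATP-evoked calcium rise, normalized to controls; benchmarks: low control ATP plus DMSO, high control DMSO only; replication: one well per compound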
OXTR potentiate: human OXTR potentiators, primary screen, fluorescence, CHO-OTR cells, Fluo-8 calcium; Oxytocin receptor (Homo sapiens), P30559; Fluo-8 calcium fluorescence, potentiator mode; 0% = oxytocin EC15, 100% = EC100; activation, % at 3 µM; 320,000 compounds, 0.061% hits; AID 2445, 2010;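 active means activation above that plate's cutoff, the mean activation of tested compounds plus 3 SD, cut at about 6.6% in these data, passing the limit was not always enough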;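 further: 100% uses oxytocin at 75 nM as the full agonist control; some results filed as inactive read as strong as hits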
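Assay system: CHO cell line stably expressing human OTR | Also added: Oxytocin at about EC15, sub-maximal agonist stimulus | Times: Compound 6 min at room temperature before oxytocin, 100 s read | Measured by: Fluo-8 intracellular calcium fluorescence, ex 470-495, em 515-575 nm | Controls: EC15 oxytocin alone as 0%, 75 nM oxytocin as 100%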
CHRM1 antagonist: human M1 muscarinic receptor antagonists, primary screen, CHO-K1 cells, Fluo-8 calcium fluorescence, 1536-well | Muscarinic acetylcholine receptor M1 (Homo sapiens), P11229 | CHO-K1 hM1, ACh EC80 antagonist | inhibition, % at 3 µM | 360,000 compounds, 1.3% hits | AID 588852, 2011;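 active means percent inhibition above its own plate's cutoff, namely the mean of that plate's compound wells plus 3 SD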;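 further: peak over basal fluorescence ratio during 140 s after agonist addition; 0% = ACh EC80 plus DMSO and 100% = DMSO alone without agonist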
CHRM1 agonist: human M1 muscarinic receptor agonists, primary screen, Fluo-8 calcium fluorescence, CHO-K1 cells, HTS | Muscarinic acetylcholine receptor M1 (Homo sapiens), P11229 | CHO-K1 hM1, agonist mode; 0% DMSO, 100% acetylcholine EC100 | activation, % at 3 µM | 360,000 compounds, 0.33% hits;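 active means activation above the run's mean compound activation plus 3 SD, cut at about 16% in these data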;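 further: peak over basal fluorescence ratio within a 140 s kinetic read after compound addition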
CHRM1 PAM: human M1 muscarinic receptor positive allosteric modulators, primary screen, CHO-K1 cells, Fluo-8 calcium fluorescence, 1536-well; CHO-K1 hM1, ACh EC20; 0% = ACh EC20, 100% = maximal ACh; activation, % at 3 µM; Muscarinic acetylcholine receptor M1 (Homo sapiens), P11229; 360,000 compounds, 0.088% hits; in the data active means activation above about 19%, passing the limit was not always enough
OXTR agonist: human OXTR agonists, primary screen, fluorescence, CHO-OTR cells, Fluo-8 calcium. activation, % at 3 µM. AID 2435, 2010. Fluo-8 calcium fluorescence; normalized: DMSO 0%, oxytocin 100%. 320,000 compounds, 0.32% hits. Oxytocin receptor (Homo sapiens), P30559;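 active means activation above the mean of all tested compounds plus 3 SD, cutoff set per screening run, cut at about 20% in these data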;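 further: peak over basal fluorescence ratio from a 100 s FLIPR kinetic read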
* = called active by the depositor; · = not tested or not shown; & = joins results of further samples.

SMILES | TAAR1 agonist | V1R ag counter | TAAR1 antagonist | CHO parental Ca | OXTR potentiate | CHRM1 antagonist | CHRM1 agonist | CHRM1 PAM | OXTR agonist
Cc1ccc(/C=C2\SC(=S)N(CC(=O)Nc3cccnc3)C2=O)cc1 | 3 | 1.6 | -2 | -9 | -11 | -2 | -6 | 8 | 0.1
O=C(Nc1cc(Br)ccc1O)C1CC(c2c(F)cccc2Cl)=NO1 (stereo not drawn) | 2 | 1.9 | 28 | -11 | -12 | -7 | -1 | 3 | 3.6
c1ccc2c(c1)oc1c(NCCCN3CCOCC3)ncnc12 | 12 | 0.7 | 1 | -5 | -13 | -15 | -4 | 9 | 1.2
COc1ccc(OCCCC(=O)Nc2cccc([N+](=O)[O-])c2C)cc1 | 1 | -0.3 | -11 | -16 | -4 | -5 | -5 | 0 | -0.8
CC(C)CCn1c(COc2ccccc2)n[nH]c1=S | -1 | -0.8 | 16 | -17 | 1 | 0 | -3 | 4 | -2.2
COc1cc(C(=O)N(C)CCOc2ccc(C)cc2)ccc1OC1CCN(C(C)=O)CC1 | 3 | 1.7 | -42 | -6 | -15 | -11 | 0 | 5 | -0.6
COc1cc(C(=O)N/N=C(\c2ccccc2)c2ccccn2)cc(OC)c1OC | 6 | -0.3 | -7 | -8 | 5 | 6 | -3 | 2 | -1.8
CCN(CC)C(=O)C(=O)c1cccn1-c1ccccc1C#N | 3 | 0.5 | -3 | -3 | -8 | -35 | -3 | 5 | 0.8
CC12CN3CCN(CC(C3)/C1=N\N=C1/C3CN4CCN(C3)CC1(C)C4)C2 | 2 | 0.1 | 10 | -2 | -6 | -6 | -4 | 6 | 0.4
C/C(=N\NC(=O)c1nnn(-c2nonc2N)c1-c1cccs1)c1ccc(O)cc1 | 34 | 4.9 | -1 | -4 | -4 | -6 | 4 | 11 | 2.8
CC1CCN(C(=O)CCNS(=O)(=O)c2ccc3c(c2)oc(=O)n3C)CC1 | 0 | 0.5 | -2 | -2 | -8 | -13 | -3 | 11 | 1.0
Cc1cccc(C)c1NC(=O)CN(C)C(=O)[C@H](C)NC(=O)c1ccco1 | 0 | -0.1 | -2 | -6 | -4 | 12 | 2 | 14 | -0.4
CCOC(=O)C1=C(c2ccccc2)OC(N)=C(C#N)C1C(C)C (stereo not drawn) | 13 | 2.9 | 29 | -29 | -10 | -17 | -2 | 5 | -0.1
COc1ccc(OC)c(C2CC(=O)Nc3n[nH]c(-c4ccccc4)c32)c1 (stereo not drawn) | 4 | 1.1 | -30 | -9 | 1 | -11 | -1 | 10 | -0.2
CC(C)=CCn1c2ccc(NC(=S)NC3CC3)cc2c(=O)n1C | 3 | · | -15 | · | · | -7 | -8 | -2 | ·
O=C(Nc1ccc(Oc2ncnc3cc(Cl)ccc23)nc1)c1cccs1 | 11 | 0.6 | -2 | -1 | -8 | 1 | -3 | -1 | 0.8
CC(C)CN(CCCNC(=O)CN1C(=O)COc2ccc(S(=O)(=O)N3CCCC3)cc21)CC(C)C | -1 | -0.5 | 8 | -3 | -7 | -8 | -5 | 3 | 1.0
Cc1cccc(NC(=O)c2ccc3nsnc3c2)c1C | 1 | -1.3 | 1 | 1 | -10 | -4 | -4 | 4 | -2.3
CC(=O)NC(CCS(C)(=O)=O)C(=O)Nc1ccc(Cl)c(Cl)c1 (stereo not drawn) | 1 | 0.1 | -11 | -6 | 1 | -3 | -4 | -2 | -0.4
CCSc1nc(-c2ccco2)ccc1C#N | 0 | -0.4 | -30 | -2 | -12 | 10 | 0 | 1 | -2.5
COc1ccc(N2CC(NC(=O)N3CCN(c4ccccc4)CC3)CC2=O)cc1 (stereo not drawn) | 2 | 1.2 | -29 | -9 | 1 | -6 | -3 | 4 | 0.4
O=C(Cn1cnc2c(nnn2Cc2ccccc2)c1=O)N1CCCc2ccccc21 | 8 | 1.9 | -15 | 0 | 2 | -2 | -2 | -7 | -0.4
Cc1cc(C)n2c(Nc3ccc4c(c3)OCCO4)c(-c3ccccc3)nc2n1 | 4 | 0.9 | -3 | -21 | -5 | 12 | -1 | 0 | -2.6
Cc1ccc(-n2c(C)cc(C=C(C#N)C#N)c2C)cc1 | 0 | 2.5 | -7 | -2 | -20 | 13 | -3 | -5 | 0.9
CCOc1ccc(N(CC(=O)N/N=C/c2cc(Br)c(C)o2)S(C)(=O)=O)cc1 | 2 | -0.9 | -4 | -14 | 0 | -8 | -7 | 10 | -1.9
Continued.
SMILES | TAAR1 agonist | V1R ag counter | TAAR1 antagonist | CHO parental Ca | OXTR potentiate | CHRM1 antagonist | CHRM1 agonist | CHRM1 PAM | OXTR agonist
CCC1(c2ccc(Cl)cc2)NC(=O)N(CC(=O)NC2CCCC(C)C2C)C1=O (stereo not drawn) | 7 | · | -46 | · | · | -22 | 7 | 11 | ·
COc1cccc(-c2cnc(C(O)c3ccc(C)cc3C)[nH]2)c1 (stereo not drawn) | 2 | · | -32 | · | · | -10 | 3 | 8 | ·
COc1ccc(-c2ccc(-c3nc4ccc(C)cn4c3NC3CCCCC3)cc2OC)cc1 | -1&-2 | -0.3 | 32&19 | -23 | -13 | 4 | -3 | 1 | -1.0
COc1ccc(NC(=O)c2ccccc2C(=O)N2CCCCC2)cc1 | 4 | 0.6 | 9 | 3 | -5 | -8 | -8 | 6 | -0.9
COc1ccc(S(=O)(=O)N(CC(=O)N2CCOCC2)Cc2ccccc2)cc1C | 2 | -0.2 | -12 | -7 | -5 | 3 | -4 | 0 | -1.2
C/C(CC(=O)Nc1ccc(Cl)c(C(F)(F)F)c1)=N\NC(=O)c1ccccc1O | 3 | 1.7 | -6 | -6 | -7 | 3 | 0 | -7 | -0.1
COc1ccc(C(=O)Nc2sc3c(c2C#N)CCN(C(C)=O)C3)cc1 | 10 | 3.7 | -2 | 6 | -1 | 8 | -2 | -6 | 2.0
Nc1cc(N)nc(SCc2cc(=O)oc3cc4c(cc23)CCC4)n1 | 9 | 5.2 | 8 | -22 | -19 | 11 | 4 | -4 | 2.2
CC(=O)c1ccc(N(CC(=O)Nc2cc(C)on2)S(=O)(=O)c2ccc(C)cc2)cc1 | -1 | 0.2 | -12 | -10 | -1 | 6 | -3 | -7 | -1.1
COc1cc(/C=N/Nc2nc3ccccc3[nH]2)cc(Br)c1OCC(=O)N(C)C | 2 | 0.8 | 6 | -9 | -6 | -4 | -5 | 4 | 0.3
CCNS(=O)(=O)c1ccc(CCC(=O)N2CCOCC2)cc1 | 2 | 0.3 | -2 | 7 | -7 | -11 | -3 | 8 | 1.2
Cc1cc(=O)[nH]c2c1c(=O)[nH]n2C1CC(C)N(C)CC1C (stereo not drawn) | 7 | 3.2 | -8 | -4 | -9 | 0 | -4 | 2 | 1.7
O=C(CN1C(=O)C2CC=CCC2C1=O)Nc1ccc(S(=O)(=O)N2CCOCC2)cc1 (stereo not drawn) | 0 | 0.1 | -14 | 12 | -5 | 16 | -5 | -4 | 1.1
CC(C)C[C@@H](CN=[N+]=[N-])N1CCN(C)CCC1=O | 7 | 3.9 | 0 | -12 | 0 | -4 | -10 | 0 | 0.4
CC(=O)Nc1ccc(NC(=O)CN(c2ccccc2Cl)S(C)(=O)=O)cc1 | 3 | 0.3 | -10 | 6 | -7 | -13 | -5 | 8 | -0.9
COc1cc(OC)cc(C(=O)NCC(=O)NC(C)c2ccccc2)c1 (stereo not drawn) | 4 | 1.6 | 5 | -12 | -4 | 75* | 1 | 6 | 0.6
O=C(NCC(=O)N1CCCC1)c1ccc(Br)o1 | 0 | · | -3 | · | · | -7 | -4 | 5 | ·
CCCn1c(SCC(=O)Nc2sc(C)c(C)c2C#N)nnc1C(C)C | 10 | -0.1 | -10 | -19 | -15 | 0 | -2 | 9 | -0.8
O=C1CCCC(c2ccccc2)N1 (stereo not drawn) | 7 | 0.1 | 4 | 2 | -4 | -13 | -4 | 10 | 1.0
CC(C)C(=O)N(Cc1ccc(F)cc1)Cc1nc2ccccc2c(=O)[nH]1 | 9 | 1.0 | 0 | -21 | -4 | -2 | -5 | 5 | -0.3

Structures above that contain a cyano group (six):
SMILES | TAAR1 agonist | V1R ag counter | TAAR1 antagonist | CHO parental Ca | OXTR potentiate | CHRM1 antagonist | CHRM1 agonist | CHRM1 PAM | OXTR agonist
CCN(CC)C(=O)C(=O)c1cccn1-c1ccccc1C#N | 3 | 0.5 | -3 | -3 | -8 | -35 | -3 | 5 | 0.8
CCOC(=O)C1=C(c2ccccc2)OC(N)=C(C#N)C1C(C)C (stereo not drawn) | 13 | 2.9 | 29 | -29 | -10 | -17 | -2 | 5 | -0.1
CCSc1nc(-c2ccco2)ccc1C#N | 0 | -0.4 | -30 | -2 | -12 | 10 | 0 | 1 | -2.5
Cc1ccc(-n2c(C)cc(C=C(C#N)C#N)c2C)cc1 | 0 | 2.5 | -7 | -2 | -20 | 13 | -3 | -5 | 0.9
COc1ccc(C(=O)Nc2sc3c(c2C#N)CCN(C(C)=O)C3)cc1 | 10 | 3.7 | -2 | 6 | -1 | 8 | -2 | -6 | 2.0
CCCn1c(SCC(=O)Nc2sc(C)c(C)c2C#N)nnc1C(C)C | 10 | -0.1 | -10 | -19 | -15 | 0 | -2 | 9 | -0.8
